M. tuberculosis HTS: M. tuberculosis growth inhibition, HTS (AID 449762) | M. tuberculosis H37Rv growth inhibition, 7H9 media; higher % means a stronger effect | one-dose inhibition, % at 25 µM; IC50 in µM for titrated hits | 0.59% of 330,000 active; in the data active means a potency from the dose series; inconclusive means inhibition above about 70% without an active follow-up result;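 further: bacterial growth assessed after seven days of incubation; strong numbers were not always called active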
H1N1 NS1A inhibition: NS1A inhibition, H1N1 influenza, cell based functional assay (AID 504329); 0.3% of 340,000 active; inhibition, % at 12.5 µM, or IC50 in µM where a hit was titrated; NS1A functional cell-based assay, percent inhibition; higher % means a stronger effect; in the data active means a potency from the dose series; inconclusive means inhibition above about 27% without an active follow-up result; further: strong numbers were not always called active
M. tuberculosis: growth inhibition of non-replicating M. tuberculosis (AID 488890) | 0.39% of 320,000 active | inhibition, % at 25 µM; hits with a dose series show IC50 in µM | Mycobacterium tuberculosis non-replicating, growth inhibition; higher % means a stronger effect; in the data active means a potency from the dose series; inconclusive means inhibition mostly from about 82% at the one dose, without a potency; inactive means the rest, 99 in 100 with inhibition below about 76%;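 further: plate controls were DMSO cells for no effect and high antibiotic wells for full effect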
VEEV TC-83 Vero: inhibitors of VEEV TC-83 cytopathic effect, confirmation, Vero cells (AID 588727). Vero cells, VEEV TC-83 cytopathic effect inhibition; higher % means a stronger effect. inhibition, % at 20 µM; hits with a dose series show IC50 in µM. 0.13% of 350,000 active; in the data active means a potency from the dose series; inconclusive means inhibition mostly from about 14% at the one dose, without a potency; inactive means the rest, 99 in 100 with inhibition below about 12%; further: strong numbers were not always called active
PhoP GFP inhibition: Inhibition of PhoP regulon, Salmonella typhi GFP reporter cells, confirmation, 4 h (AID 1850); Salmonella Typhi PhoP-promoter GFP reporter, fluorescence, 4 h; higher % means a stronger effect; one-dose inhibition, % at 50 µM; IC50 in µM for titrated hits; 0.33% of 310,000 active; in the data active means a potency from the dose series; inconclusive means inhibition mostly from about 25% at the one dose, without a potency; inactive means the rest, 99 in 100 with inhibition below about 19%;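 further: 0% = induced wells with vehicle and 100% = uninduced wells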
VEEV TC-83 Vero 10K pilot screen: further read-out of VEEV TC-83 Vero, marked with its call; inhibition, %; measured here: 10K pilot screen inhibition
* marks the source's active call; other numbers are inactive results; i = inactive; ? = inconclusive; / = no result given. Outcome played no part in choosing rows (roughly 1.6% active in at least one column).

Sample of the layout:
SMILES	M. tuberculosis HTS	H1N1 NS1A inhibition	M. tuberculosis	VEEV TC-83 Vero	PhoP GFP inhibition	others
O=C(Cc1c(F)cccc1Cl)Nc1ccc(S(=O)(=O)N2CCCC2)cc1	-13%	0%	9%	6.2%	-2%
COc1cc(NC(=O)c2c(Cl)cnn2C)c(OC)cc1Cl	-2%	-18%	-5%	0.7%	-6%

All compounds of this part, repeating the preview:
SMILES	M. tuberculosis HTS	H1N1 NS1A inhibition	M. tuberculosis	VEEV TC-83 Vero	PhoP GFP inhibition	others
O=C(Cc1c(F)cccc1Cl)Nc1ccc(S(=O)(=O)N2CCCC2)cc1	-13%	0%	9%	6.2%	-2%
COc1cc(NC(=O)c2c(Cl)cnn2C)c(OC)cc1Cl	-2%	-18%	-5%	0.7%	-6%
COC(=O)c1ccc(C2N=C(c3cccs3)CC(c3ccccc3O)N2)cc1 (stereo unspecified)	53%	6%	78%	3.2%	-1%
O=C(NC1CCCCC1)C1CCN(S(=O)(=O)c2cccc3nonc23)CC1	7%	-2%	-10%	1.2%	8%
O=C(O)C(F)(F)C(NCc1ccccc1)c1ccccc1 (stereo unspecified)	2%	20%	-10%	0.3%	1%
COCCN(C(=O)CSc1nc2ccccc2c(=O)n1CCOC)c1c(N)n(Cc2ccccc2)c(=O)[nH]c1=O	-3%	-3%	3%	1.4%	11%
CCc1c(C)nc2cc(-c3cccs3)[nH]n2c1=O	/	-5%	/	6.4%	/
COCCNc1nc(SCC(=O)N2CCN(c3ccccc3OC)CC2)nc2ccccc12	-10%	6%	14%	1.6%	-12%
Cc1ccc(C2(C(=O)N3CCC(n4nc(-c5ccccc5)oc4=O)CC3)CC2)cc1	7%	-6%	26%	3.7%	-4%
CC(/C=N/n1c(-c2ccco2)n[nH]c1=S)=C\c1ccccc1	-8%	0%	-14%	4.6%	-5%
Oc1ccc(-c2csc(-c3cccnc3)n2)cc1O	-3%	5%	54%	i	-10%
COc1ccc(NC(=O)CSc2nc(=O)n(CCN(C)C)c3c2CCCC3)cc1OC	-7%	-5%	4%	1.1%	4%
Cc1c(Br)c([N+](=O)[O-])nn1C(C)C(=O)NCc1cccnc1 (stereo unspecified)	1%	11%	3%	i	0%
Cc1c(C(=O)OC2CCCC2C)[nH]c2c1C(=O)CCC2 (stereo unspecified)	-13%	3%	8%	2.9%	6%
O=C(NNC(=O)c1cccc(C(F)(F)F)c1)c1ccc(-n2cnnn2)cc1	2%	-2%	18%	1.5%	/
O=C(O)c1ccc(S(=O)(=O)N(Cc2ccc(F)cc2)C2CCCCC2)cc1	-10%	2%	0%	i	-7%
CCN1CCN(Cc2nc3c(c(=O)n(C)c(=O)n3C)n2CC(=O)c2ccccc2)CC1	-2%	-9%	-19%	i	0%	VEEV TC-83 Vero 10K pilot screen=0.1
COCCNC(=O)CSc1nc2ccccc2c(=O)n1CCCC(=O)NCc1ccccc1	10%	-1%	8%	2.1%	-6%
O=C(CN1C(=O)COc2ccc(S(=O)(=O)N3CCOCC3)cc21)NCc1ccccn1	4%	4%	-10%	3.2%	9%
O=C1C(Cl)=C(NC2CCCCC2)C(=O)N1c1ccc(Cl)cc1	7%	-5%	74%	i	-9%
COc1ccc(NC(=O)CCC(=O)OCc2ccc([N+](=O)[O-])cc2)cc1	4%	-2%	-4%	i	-10%
Cc1ccc(S(=O)(=O)n2cnc3cc([N+](=O)[O-])ccc32)c(C)c1C	-13%	20%	-3%	1.4%	2%
CC(C)(O[C@@H]1O[C@H](CO)[C@@H](O)[C@H](O)[C@H]1O)[C@H]1Cc2cc3ccc(=O)oc3cc2O1	-4%	-4%	-4%	0.2%	-6%	VEEV TC-83 Vero 10K pilot screen=0.9
CCCCCCCn1ccc(=N)cc1	2%	0%	15%	i	9%
NNC(=O)c1cc2sccc2s1	2%	1%	4%	0.6%	-11%

The results go on.
SMILES	M. tuberculosis HTS	H1N1 NS1A inhibition	M. tuberculosis	VEEV TC-83 Vero	PhoP GFP inhibition	others
CCOc1ccc(S(=O)(=O)N(C(=O)c2ccco2)c2cc3sc(=O)oc3c3ccccc23)cc1	5%	-8%	1%	13%	16%
CC1(C)CC(=O)C(C=NCC2CCN(C(=S)Nc3ccccc3)CC2)=C(O)C1	-4%	/	23%	1.1%	-4%
CC(C)N1CCNCC1	-5%	0%	-2%	3.4%	-18%
O=C(c1ccc(C(F)(F)F)cc1)C1CCCN(C(=O)c2cnccn2)C1 (stereo unspecified)	-7%	-14%	8%	1.0%	7%
O=C(Cc1ccccc1)NCc1ccc(F)cc1	4%	-2%	-10%	i	-13%
COc1ccc(-c2sc3ccc(OC)cc3c2C#Cc2cncn2C)cc1	?	-10%	?	5.2%	/
Cn1c(C(=O)NCc2ccccn2)cc2c(=O)n(C)c3ccccc3c21	-5%	6%	3%	8.5%	6%
COc1ccc(S(=O)(=O)N2CCN(Cc3ccc4c(c3)OCO4)CC2)c2ccccc12	0%	16%	-19%	1.1%	-10%
O=C(CCl)N1N=C(c2ccco2)CC1c1ccco1 (stereo unspecified)	?	-14%	?	21%	-1%
CN(Cc1ccccc1)S(=O)(=O)c1ccc(NC(=S)NC(=O)C(C)(C)C)cc1	-7%	5%	?	0.4%	16%
Oc1c(C=Nc2ccccc2)sc(=S)n1Cc1ccccc1	-10%	-5%	4%	4.2%	-7%
COc1ccc(OC)c(C2=NOC(C(=O)Nc3cccnc3)C2)c1 (stereo unspecified)	-6%	-1%	6%	1.9%	-11%
CCOC(=O)c1ccccc1NC1c2ccccc2C(=O)N1C1CCN(C(=O)OCC)CC1 (stereo unspecified)	5%	29%	38%	7.2%	5%
COC(=O)c1c(C#N)c(N)nc2c1CCC2	-10%	2%	-1%	2.6%	-11%
Cc1ccc(S(=O)(=O)N/N=C/c2ccc(OC3CSC3)cc2)cc1	-2%	-3%	0%	2.9%	-1%
Cc1nn2c(=O)cc(CSc3ccccc3NC(=O)c3ccccc3F)nc2s1	-1%	-7%	7%	2.6%	9%
CCN(CC(=O)Nc1c(F)cccc1F)C(=O)Cc1cccs1	/	0%	/	0.9%	/
O=C(N/N=C/c1c[nH]c2ccccc12)c1ccncc1	?	-4%	64%	1.2%	2%
CC(=O)c1ccc(OC2OCCOC2Oc2ccc(C(C)=O)cc2)cc1 (stereo unspecified)	7%	3%	31%	i	-3%
Cc1cccc(C)c1NC(=O)CN(C)C(=O)c1cc(S(=O)(=O)N(C)C)ccc1N1CCCC1	3%	8%	33%	i	-8%
O=C(CN1C(=O)NC2(CCc3ccccc32)C1=O)NCC(F)(F)F (stereo unspecified)	3%	-6%	-11%	i	-2%
COc1cc(OC)cc(C(=O)N[C@@H](CCSC)c2nc3ccccc3[nH]2)c1	5%	4%	19%	1.2%	-33%
COCCCN1C(=O)c2ccc(C(=O)OCC(=O)NCc3cccc(OC)c3)cc2C1=O	4%	-16%	-1%	1.7%	/
COc1cc(NC(=O)c2ccccc2OCc2ccccc2)cc(OC)c1OC	5%	-9%	7%	9.4%	11%
N#CC12CCCCC1CC1CCCCC1(C#N)N2Cc1ccccn1 (stereo unspecified)	-2%	4%	69%	1.8%	16%

(more compounds)
SMILES	M. tuberculosis HTS	H1N1 NS1A inhibition	M. tuberculosis	VEEV TC-83 Vero	PhoP GFP inhibition	others
O=C(NC(=S)Nc1ccccc1O)c1cncc(Br)c1	?	-1%	?	3.3%	-8%
CC(=O)Nc1c2c(nn1-c1ccc(Cl)cc1)CSC2	-2%	-2%	2%	9.3%	3%
S=C1NC[C@H](Cc2ccccc2)N1CCCCC1CCCCC1	4%	-4%	65%	i	-28%
CC1CC(C)CN(CCCNC(=O)C2CCN(c3nnc(-n4cccc4)s3)CC2)C1 (stereo unspecified)	6%	0%	27%	0.7%	-11%
CCCC[n+]1cc(/N=C(\[O-])OC)on1	3%	4%	2%	1.5%	4%
COc1ccc(C2CC(c3ccc(F)cc3)Nc3nc(N)nn32)cc1OC (stereo unspecified)	-7%	-9%	-46%	0.8%	4%
Oc1c(Br)cc(/C=N/NC(=S)NCc2ccco2)cc1Br	-4%	-1%	-17%	1.9%	-3%
Cc1nn2c3c(cnc2c1-c1ccccc1)C(=O)CC(c1ccco1)C3 (stereo unspecified)	-2%	-1%	-15%	0.2%	-12%
CCN(CC(=O)NCc1ccc(Cl)cc1)C(=O)NCc1ccc(Cl)cc1	0%	-2%	6%	1.5%	3%
C#CCOCCOCCOCCNc1nc(N2CCN(C(=O)C([C@@H](C)CC)n3cc(C(N)COC(=O)C(F)(F)F)nn3)CC2)nc(N2CCN(C(=O)[C@H](CCC(=O)O)n3cc(C(N)CC(C)C)nn3)CC2)n1 (stereo partly specified)	3%	/	-10%	/	-7%
CN1CCC(OC(=O)c2cccc(F)c2)CC1	1%	-22%	-19%	i	14%
C[C@@]12CCC=C[C@H]1[C@H](c1ccoc1)N(Cc1ccccc1)C2=O	-1%	4%	-5%	0.1%	0%
O=C(Nc1cnn(C23CC4CC(CC(C4)C2)C3)c1)c1cnn2cccnc12	6%	-2%	38%	4.7%	-6%
CC(=O)c1ccc(N2CCN(C(=O)Cc3n[nH]c(=O)c4ccccc34)CC2)cc1	4%	3%	6%	0.3%	-4%
CS(=O)(=O)N1CCN(c2ccccc2NC(=S)NC(=O)c2ccccc2[N+](=O)[O-])CC1	-1%	-8%	13%	8.9%	6%
S=C(Nc1ccc(Br)cc1Cl)NN1CCOCC1	-5%	3%	6%	3.9%	1%

Random excerpt: six records from the list
SMILES	M. tuberculosis HTS	H1N1 NS1A inhibition	M. tuberculosis	VEEV TC-83 Vero	PhoP GFP inhibition	others
Oc1c(Br)cc(/C=N/NC(=S)NCc2ccco2)cc1Br	-4%	-1%	-17%	1.9%	-3%
O=C(Nc1cnn(C23CC4CC(CC(C4)C2)C3)c1)c1cnn2cccnc12	6%	-2%	38%	4.7%	-6%
C[C@@]12CCC=C[C@H]1[C@H](c1ccoc1)N(Cc1ccccc1)C2=O	-1%	4%	-5%	0.1%	0%
O=C(NC(=S)Nc1ccccc1O)c1cncc(Br)c1	?	-1%	?	3.3%	-8%
COc1ccc(C2CC(c3ccc(F)cc3)Nc3nc(N)nn32)cc1OC (stereo unspecified)	-7%	-9%	-46%	0.8%	4%
S=C1NC[C@H](Cc2ccccc2)N1CCCCC1CCCCC1	4%	-4%	65%	i	-28%

Sorted by length of the SMILES (high to low): 6 of the compounds above.
SMILES	M. tuberculosis HTS	H1N1 NS1A inhibition	M. tuberculosis	VEEV TC-83 Vero	PhoP GFP inhibition	others
CC(=O)c1ccc(N2CCN(C(=O)Cc3n[nH]c(=O)c4ccccc34)CC2)cc1	4%	3%	6%	0.3%	-4%
CCN(CC(=O)NCc1ccc(Cl)cc1)C(=O)NCc1ccc(Cl)cc1	0%	-2%	6%	1.5%	3%
COc1ccc(C2CC(c3ccc(F)cc3)Nc3nc(N)nn32)cc1OC (stereo unspecified)	-7%	-9%	-46%	0.8%	4%
S=C1NC[C@H](Cc2ccccc2)N1CCCCC1CCCCC1	4%	-4%	65%	i	-28%
CCCC[n+]1cc(/N=C(\[O-])OC)on1	3%	4%	2%	1.5%	4%
CN1CCC(OC(=O)c2cccc(F)c2)CC1	1%	-22%	-19%	i	14%

From PubChem BioAssay
